Mtb BioA inh: inhibitors of Mycobacterium tuberculosis BioA enzyme; purified M. tuberculosis BioA enzyme, plate reader; inhibition, % at 9.99 µM; 0.096% of 360,000 active; AID 602481; in the data active = inhibition above about 40%
* marks the source's active call; other numbers are inactive results.

SMILES | Mtb BioA inh
CCCN1C[C@@H](C)[C@@H](OC)CN(C)C(=O)c2cc(NC(=O)Nc3ccccc3F)ccc2OC[C@H]1C | -0.3
Cc1nn(C)cc1NC(=O)C[C@@H]1CC[C@@H]2[C@@H](COc3ccc(NC(=O)C4CCOCC4)cc3C(=O)N2C)O1 | -0.2
O=C(N[C@@H]1C=C[C@@H](CC(=O)N2CCCCC2)O[C@@H]1CO)c1ccc2c(c1)OCO2 | -1.7
C[C@H]1CN([C@@H](C)CO)C(=O)c2cccc(NC(=O)Nc3ccc(C(F)(F)F)cc3)c2O[C@H]1CN(C)Cc1ccncc1 | 1.7
C[C@@H]1CCCCO[C@H](CN(C)C(=O)Nc2ccccc2)[C@@H](C)CN([C@H](C)CO)C(=O)c2cc(N(C)C)ccc2O1 | -0.8
COc1ccc(CN(C)C[C@H]2OCCCC[C@H](C)Oc3ccc(NC(=O)Nc4c(C)noc4C)cc3C(=O)N([C@H](C)CO)C[C@@H]2C)cc1 | -2.5
O=C(N[C@@H]1CC[C@H](CCNS(=O)(=O)c2cccc(Cl)c2)O[C@@H]1CO)c1ccncc1 | -2.0
C/C=C/c1ccc([C@H]2[C@H]3CN(CCC(F)(F)F)CCCCN3[C@H]2CO)cc1 | 2.4
C[C@H](O)C#Cc1ccc2c(c1)O[C@@H](CN(C)C(=O)Nc1ccccc1)[C@@H](C)CN([C@H](C)CO)S2(=O)=O | -0.7
COCC#Cc1cnc2c(c1)C(=O)N([C@H](C)CO)C[C@@H](C)[C@@H](CN(C)C(=O)Nc1ccccc1F)O2 | 3.8
CC(C)NC(=O)Nc1ccc2c(c1)C(=O)N([C@H](C)CO)C[C@@H](C)[C@@H](CN(C)Cc1ccncc1)O2 | -3.0
COc1ccc(NC(=O)N(C)C[C@@H]2Oc3ccc(NC(=O)Nc4cccc5ccccc45)cc3C(=O)N([C@@H](C)CO)C[C@H]2C)cc1 | -2.6
COc1ccc(S(=O)(=O)Nc2cccc3c2O[C@@H](CN(C)S(=O)(=O)c2c(C)noc2C)[C@H](C)CN([C@@H](C)CO)C3=O)cc1 | 0.9
COCC(=O)N1CC[C@H]2[C@@H]1c1cc(-c3ccc(F)cc3)ccc1N(C)[C@H]2CO | 37.1
C[C@H]1CN([C@@H](C)CO)C(=O)c2cccc(NS(=O)(=O)c3ccccc3)c2O[C@H]1CN(C)S(=O)(=O)c1ccc(Cl)cc1 | -1.7
C[C@H]1CCCCO[C@@H](CN(C)S(=O)(=O)c2cn(C)cn2)[C@@H](C)CN([C@@H](C)CO)C(=O)c2cc(NC(=O)C3CCCCC3)ccc2O1 | 2.0
COC(=O)C[C@@H]1C[C@@H]2c3cc(NC(=O)Nc4ccccc4)ccc3O[C@@H]2[C@@H](CO)O1 | -1.2
C[C@@H]1CN([C@H](C)CO)C(=O)c2cc(C3=CCCC3)cnc2O[C@H]1CN(C)Cc1ccccc1C(=O)O | 8.1
COCCNC(=O)C[C@H]1CC[C@H](NC(=O)NC2CCCC2)[C@H](CO)O1 | -1.9
Cc1noc(C)c1NC(=O)Nc1ccc2c(c1)C(=O)N([C@H](C)CO)C[C@H](C)[C@H](CN(C)C(=O)Nc1ccc3c(c1)OCO3)OCCCC[C@H](C)O2 | 0.1
CO[C@H]1CN(C)C(=O)c2ccc(NC(C)=O)cc2OC[C@@H](C)N(Cc2nccs2)C[C@@H]1C | -0.8
C[C@H]1CCCCO[C@@H](CN(C)Cc2ccncc2)[C@@H](C)CN([C@@H](C)CO)C(=O)c2cc(NS(=O)(=O)c3cccs3)ccc2O1 | -2.5
C[C@H]1CN([C@@H](C)CO)C(=O)c2cccc(NC(=O)c3ccc(-c4nccs4)cc3)c2O[C@H]1CN(C)Cc1ccc(-c2ccccc2)cc1 | 0.0
CCCC#Cc1ccc([C@@H]2[C@@H](CO)N3CCCCN(S(C)(=O)=O)C[C@@H]23)cc1 | 1.3
CCC(=O)N[C@@H]1CC[C@@H](CCn2cc(C3CC3)nn2)O[C@@H]1CO | -3.0

2 entries picked at random from the list so far, as already listed:
SMILES | Mtb BioA inh
O=C(N[C@@H]1CC[C@H](CCNS(=O)(=O)c2cccc(Cl)c2)O[C@@H]1CO)c1ccncc1 | -2.0
COc1ccc(S(=O)(=O)Nc2cccc3c2O[C@@H](CN(C)S(=O)(=O)c2c(C)noc2C)[C@H](C)CN([C@@H](C)CO)C3=O)cc1 | 0.9

Carrying on.
SMILES | Mtb BioA inh
C[C@H](O)C#Cc1ccc2c(c1)O[C@@H](CN(C)C(=O)Cc1ccccn1)[C@H](C)CN([C@@H](C)CO)S2(=O)=O | 2.8
O=C(C[C@H]1CC[C@H]2[C@@H](COC[C@H](O)CN2Cc2cccc(F)c2)O1)NCC1CCCCC1 | 3.7
C/C=C/c1ccc([C@@H]2[C@@H](CO)N[C@@H]2CN(CC)C(=O)c2ccccn2)cc1 | -1.7
C[C@H](CO)N1C[C@H](C)[C@@H](CN(C)Cc2ccc3c(c2)OCO3)Oc2c(cccc2N(C)C)C1=O | 0.5
COc1ccc(NC(=O)N[C@@H]2CC[C@@H](CC(=O)NC3CCC3)O[C@@H]2CO)cc1 | -1.6
C[C@@H]1CN([C@@H](C)CO)C(=O)c2cc(-c3cccc(F)c3)cnc2O[C@@H]1CN(C)C(=O)C1CCOCC1 | -1.4
C[C@H]1CN([C@@H](C)CO)S(=O)(=O)c2ccc(-c3ccccc3F)cc2O[C@@H]1CN(C)Cc1cncnc1 | 1.8
CC=Cc1ccc2n(c1=O)C[C@H]1[C@H](CO)[C@@H](C(=O)NCCc3cn(C)cn3)[C@@H]2N1C(=O)C1CCCC1 (mixture of isomers) | -1.7
C[C@H]1CN([C@@H](C)CO)C(=O)c2cc(C3=CCCC3)cnc2O[C@H]1CN(C)C(=O)NC1CCCC1 | -4.2
CCCC(=O)Nc1ccc2c(c1)C(=O)N(C)[C@@H]1CC[C@H](CC(=O)O)O[C@@H]1CO2 | -5.4
C[C@H]1CN([C@@H](C)CO)C(=O)c2cc(C#CCN(C)C)cnc2O[C@@H]1CN(C)S(=O)(=O)c1cn(C)cn1 | -4.6
Cc1ccccc1CN(C)C[C@H]1OCc2cnnn2CCCC(=O)N([C@H](C)CO)C[C@@H]1C | -0.5
COC(=O)C[C@H]1CC[C@@H]2[C@@H](COc3ccc(NC(=O)c4cccc(Cl)c4)cc3C(=O)N2C)O1 | -2.6
O=C(NCC[C@H]1CC[C@H](NC(=O)C2CC2)[C@@H](CO)O1)c1cc(Cl)cc(Cl)c1 | -2.6
CCCN(C)C[C@@H]1OCCCC[C@@H](C)Oc2ccc(NC(=O)Nc3ccc(F)cc3)cc2C(=O)N([C@H](C)CO)C[C@H]1C | -1.7
C[C@@H]1CCCCO[C@H](CN(C)Cc2ccncc2)[C@H](C)CN([C@@H](C)CO)C(=O)c2cc(NC(=O)CCC(F)(F)F)ccc2O1 | 2.5
Cc1cccc(-c2ccc([C@@H]3[C@@H](CO)N4CCCCN(C(=O)c5ccc6c(c5)OCO6)C[C@@H]34)cc2)c1 | -0.2
Cc1noc(C)c1NC(=O)N(C)C[C@H]1Oc2ncc(C#CCC(C)C)cc2C(=O)N([C@@H](C)CO)C[C@H]1C | 3.2
COc1ccc(S(=O)(=O)N2CCCCN3[C@H](C2)[C@H](c2ccc(C#CC(C)C)cc2)[C@@H]3CO)cc1 | -0.1
N#C[C@H]1[C@@H](c2ccc(C#CC3CCCCC3)cc2)[C@H](CO)N1S(=O)(=O)c1ccccc1 | -0.7
CCS(=O)(=O)N1CCCCN2[C@H](CO)[C@@H](c3ccc(-c4ccccc4C)cc3)[C@@H]2C1 | 1.1
CC(C)NC(=O)Nc1ccc2c(c1)CC(=O)N([C@@H](C)CO)C[C@@H](C)[C@H](CN(C)S(=O)(=O)c1ccc(Cl)cc1)O2 | -0.3
O=C(Cc1ccncc1)NCC[C@H]1CC[C@H](NS(=O)(=O)c2ccccc2Cl)[C@@H](CO)O1 | -2.1
O=C(Cc1ccccn1)NCC[C@@H]1CC[C@@H](NC(=O)Nc2ccc(F)cc2)[C@H](CO)O1 | 1.1
COc1ccc(S(=O)(=O)N(C)C[C@@H]2Oc3ccc(NC(=O)Cc4ccccc4)cc3CC(=O)N([C@H](C)CO)C[C@@H]2C)cc1 | -3.5
(further entries)
SMILES | Mtb BioA inh
C[C@@H]1CN([C@H](C)CO)C(=O)c2cc(-c3ccc(C#N)cc3)cnc2O[C@H]1CN(C)Cc1ccccn1 | 6.2
Cc1noc(C)c1NC(=O)Nc1ccc2c(c1)CC(=O)N([C@H](C)CO)C[C@@H](C)[C@@H](CN(C)CC1CC1)O2 | -0.1
CNC(=O)C[C@H]1CC[C@@H]2[C@H](COc3ccc(NC(=O)Nc4ccc(C)cc4)cc3C(=O)N2C)O1 | 1.8
OC[C@@H]1[C@H](c2ccc(C#Cc3cccnc3)cc2)[C@H]2CN(Cc3ccccc3F)CCCCN12 | 5.1
N#Cc1cccc(-c2ccc([C@H]3[C@@H](CO)N4CCCCN(C(=O)Cc5cccnc5)C[C@@H]34)cc2)c1 | -3.0
CNC[C@@H]1OCCCC[C@H](C)Oc2ccc(NS(=O)(=O)c3ccccc3)cc2C(=O)N([C@H](C)CO)C[C@@H]1C | 0.0
C[C@H]1CN([C@@H](C)CO)C(=O)CCCn2nncc2CO[C@H]1CN(C)C(=O)Nc1ccc(-c2cccs2)cc1 | -2.6
O=C(C[C@@H]1C[C@H]2c3cc(NS(=O)(=O)c4ccc(F)cc4)ccc3O[C@H]2[C@H](CO)O1)NCc1ccccn1 | 0.6
COc1ccc(S(=O)(=O)N(C)C[C@H]2Oc3c(NS(=O)(=O)c4cn(C)cn4)cccc3C(=O)N([C@H](C)CO)C[C@H]2C)cc1 | -0.9
O=C(NC[C@H]1[C@@H](c2ccccc2)[C@H](CO)N1C(=O)Cc1cccnc1)C1CCC1 | 3.6
CCC(=O)N(C)C[C@H]1[C@H](c2ccc(-c3cccnc3)cc2)[C@@H](CO)N1C(C)=O | 1.7
COc1ccc(S(=O)(=O)Nc2ccc3c(c2)C(=O)N([C@@H](C)CO)C[C@@H](C)[C@H](CN(C)Cc2ccc4c(c2)OCO4)OCCCC[C@@H](C)O3)cc1 | 0.4
CN(C)C(=O)C[C@@H]1C=C[C@@H](NS(=O)(=O)c2ccccc2)[C@@H](CO)O1 | -0.3
CN(C)C(=O)C[C@@H]1C[C@H]2c3cc(NC(=O)Nc4ccccc4F)ccc3O[C@H]2[C@H](CO)O1 | -1.7
CO[C@@H]1CN(C)C(=O)c2ccc(NC(=O)Nc3ccccc3)cc2OC[C@@H](C)N(C(=O)CN(C)C)C[C@H]1C | 2.4
CO[C@@H]1CN(C)C(=O)c2cc(NC(=O)c3ccc(Oc4ccccc4)cc3)ccc2OC[C@@H](C)NC[C@@H]1C | 0.1
CC(C)NC(=O)Nc1ccc2c(c1)C(=O)N([C@@H](C)CO)C[C@@H](C)[C@@H](CN(C)S(=O)(=O)c1ccc(Cl)cc1)OCCCC[C@@H](C)O2 | -1.6
O=C(C[C@H]1CC[C@H]2[C@@H](COC[C@H](O)CN2CC2CCCCC2)O1)NCC1CC1 | -0.2
Cc1ccc(S(=O)(=O)Nc2ccc3c(c2)CC(=O)N([C@@H](C)CO)C[C@@H](C)[C@H](CN(C)Cc2ccc(Oc4ccccc4)cc2)O3)cc1 | -0.1
O=C(Nc1ccccc1F)N[C@@H]1CC[C@H](CCNC(=O)C2CCOCC2)O[C@H]1CO | 1.9
COc1cccc(S(=O)(=O)Nc2ccc3c(c2)[C@@H]2C[C@@H](CC(=O)N(C)C)O[C@H](CO)[C@@H]2O3)c1 | -2.6
COCc1cn(CC[C@H]2CC[C@@H](NC(=O)c3ccncc3)[C@H](CO)O2)nn1 | -3.3
CN1CCN(C(=O)C[C@@H]2CC[C@@H]3[C@H](COC[C@@H](O)CN3CC3CC3)O2)CC1 | -2.5
COc1ccc(C#Cc2ccc3c(c2)[C@@H]2[C@@H](CCN2C(=O)C2CCOCC2)[C@@H](CO)N3)cc1 | 1.1
CO[C@H]1CN(C)C(=O)c2cc(NC(=O)C3CC3)ccc2OC[C@H](C)N(Cc2ccccc2)C[C@H]1C | 0.7

An excerpt of these results, as labelled records:
> COc1ccc(S(=O)(=O)N(C)C[C@H]2Oc3c(NS(=O)(=O)c4cn(C)cn4)cccc3C(=O)N([C@H](C)CO)C[C@H]2C)cc1
  Mtb BioA inh = -0.9

> O=C(NC[C@H]1[C@@H](c2ccccc2)[C@H](CO)N1C(=O)Cc1cccnc1)C1CCC1
  Mtb BioA inh = 3.6

> CCC(=O)N(C)C[C@H]1[C@H](c2ccc(-c3cccnc3)cc2)[C@@H](CO)N1C(C)=O
  Mtb BioA inh = 1.7

> COc1ccc(S(=O)(=O)Nc2ccc3c(c2)C(=O)N([C@@H](C)CO)C[C@@H](C)[C@H](CN(C)Cc2ccc4c(c2)OCO4)OCCCC[C@@H](C)O3)cc1
  Mtb BioA inh = 0.4

Copied from the list:
Mtb BioA inh result of C[C@@H]1CN([C@H](C)CO)C(=O)c2cc(-c3ccc(C#N)cc3)cnc2O[C@H]1CN(C)Cc1ccccn1 is entered as 6.2
Mtb BioA inh result of CO[C@@H]1CN(C)C(=O)c2ccc(NC(=O)Nc3ccccc3)cc2OC[C@@H](C)N(C(=O)CN(C)C)C[C@H]1C is entered as 2.4
Mtb BioA inh result of COc1ccc(S(=O)(=O)Nc2ccc3c(c2)C(=O)N([C@@H](C)CO)C[C@@H](C)[C@H](CN(C)Cc2ccc4c(c2)OCO4)OCCCC[C@@H](C)O3)cc1 is entered as 0.4

Following part:
SMILES | Mtb BioA inh
O=C(C[C@H]1C[C@@H]2c3cc(NC(=O)c4ccc5c(c4)OCO5)ccc3O[C@@H]2[C@H](CO)O1)NC1CCCCC1 | -1.7
COCC(=O)Nc1ccc2c(c1)[C@H]1C[C@@H](CC(=O)NCc3cccnc3)O[C@H](CO)[C@H]1O2 | -1.6
CN1[C@H](C(=O)NCc2ccncc2)[C@@H](CO)[C@@H]2Cn3c(ccc(-c4ccccc4F)c3=O)[C@@H]21 | 3.9
CN(C)CC#Cc1ccc([C@@H]2[C@H]3CN(C(=O)NC4CCCC4)CCCCN3[C@H]2CO)cc1 | 3.2
CN(C)CC(=O)N[C@H]1CC[C@H](CCn2cc(C3CCCC3)nn2)O[C@H]1CO | -1.6
C[C@H]1CN([C@@H](C)CO)C(=O)c2cc(-c3cccc(F)c3)cnc2O[C@@H]1CN(C)Cc1cccnc1 | 2.9
C[C@H]1CN([C@@H](C)CO)S(=O)(=O)c2ccc(-c3ccc(C#N)cc3)cc2O[C@@H]1CN(C)Cc1ccccn1 | 1.6

Not all compounds are listed (hit frequency here may not be typical).
